GLP-1R inv ag: GLP-1 receptor (human) inverse agonism; actives 1.6% (n = 410,000); HEK293 GLP-1R CRE-luciferase, luminescence, 24 h; GLP-1R form is constitutively active; P43220; Potency, µM (highest dose often 38.3 µM), for the others: top-dose activity change, negative = inhibition, most hits filed as inhibitors; note: potency is the fitted concentration of half-maximal effect; % is set by controls: 0 for no effect and ±100 for the full control effect; nearly all actives have a fitted effect of over 55% in size
Target sequence (P43220 whole entry, looked up): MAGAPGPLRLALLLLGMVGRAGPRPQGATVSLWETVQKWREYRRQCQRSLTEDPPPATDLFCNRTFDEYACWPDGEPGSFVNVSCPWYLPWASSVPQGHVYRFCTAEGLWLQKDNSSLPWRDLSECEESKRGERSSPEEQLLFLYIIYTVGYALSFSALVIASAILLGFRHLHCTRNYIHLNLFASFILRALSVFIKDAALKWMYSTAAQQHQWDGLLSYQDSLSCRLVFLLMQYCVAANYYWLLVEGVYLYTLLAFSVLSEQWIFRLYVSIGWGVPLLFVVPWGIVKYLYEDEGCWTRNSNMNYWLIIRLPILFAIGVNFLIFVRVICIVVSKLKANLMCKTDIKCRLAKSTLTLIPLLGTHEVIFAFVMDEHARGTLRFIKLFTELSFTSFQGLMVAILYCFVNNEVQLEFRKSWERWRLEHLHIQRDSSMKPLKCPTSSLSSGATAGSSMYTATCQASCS
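Using stably transfected HEK293 (constitutively active GLP-1R, cAMP-luciferase reporter), compounds were incubated 24 hr and luciferase measured by luminescence.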
aSyn rescue: rescues yeast growth from alpha-synuclein toxicity. Yeast expressing alpha-synuclein, growth rescue, BacTiter-Glo, 24 h. Potency, µM (series often up to 46.1 µM), without a hit: at the highest dose growth rescue (activation), usual class: activators. actives 0.14% (n = 370,000); note: potency is the fitted concentration of half-maximal effect; % of control where 0% means no effect; nearly all actives have a fitted effect of over 65% in size
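Screening used galactose-induced yeast with toxic alpha-synuclein levels, exposed to compound for 24 hr at 30 deg C. Cell growth, read with BacTiter-Glo luminescence, gave the measured signal.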
Akt phos inh: Akt phosphorylation inhibition. Neuro2A IGF-stimulated pAkt S473 HTRF, 20 min; active compounds read low. activity change, % for hits at 50 µM. actives 0.32% (n = 360,000). AID 651550; in the data active = activity change below about -80%; inconclusive = mostly about -51% to -80%; note: % is set by controls: 0 for no effect and ±100 for the full control effect
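Single-point screen (50 µM final compound) in Neuro2A cells stimulated 20 min with 6 nM IGF at 37 deg C. After lysis, Ser473-phosphorylated Akt read by HTRF (ex 330 nm, em 615/665 nm) as the 665/615 ratio.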
TDP43 rescue: rescues yeast growth from TDP-43 toxicity; TDP-43 expressing yeast growth rescue, BacTiter-Glo, 24 h; Potency, µM (doses to about 46.1 µM), inactives show top-dose growth rescue (activation), hits mostly activators; AID 652104; actives 1.8% (n = 410,000); note: potency is the fitted concentration of half-maximal effect; % of control where 0% means no effect; nearly all actives have a fitted effect of over 50% in size
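Growth rescue of TDP-43-toxic yeast measured as ATP luminescence (BacTiter-Glo). Cells grown to mid-log in raffinose, induced in galactose at OD600=0.02, exposed to compound 24 hr at 30 deg C.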
PTHR1 ag: PTHR1 (human) receptor agonism; actives 0.075% (n = 410,000); HEK293 GP2 PTHR1 cells, GloSensor cAMP luminescence, 1 h; Potency, µM (series often up to 115 µM), without a hit: at the highest dose activation, usual class: activators; Q03431; note: potency is the fitted concentration of half-maximal effect; nearly all actives have a fitted effect of over 55% in size; some results filed as inactive show a strong effect at the top dose; inactives centre near -15; many of its hits are not listed in these tables
Target sequence (Q03431 whole entry, looked up): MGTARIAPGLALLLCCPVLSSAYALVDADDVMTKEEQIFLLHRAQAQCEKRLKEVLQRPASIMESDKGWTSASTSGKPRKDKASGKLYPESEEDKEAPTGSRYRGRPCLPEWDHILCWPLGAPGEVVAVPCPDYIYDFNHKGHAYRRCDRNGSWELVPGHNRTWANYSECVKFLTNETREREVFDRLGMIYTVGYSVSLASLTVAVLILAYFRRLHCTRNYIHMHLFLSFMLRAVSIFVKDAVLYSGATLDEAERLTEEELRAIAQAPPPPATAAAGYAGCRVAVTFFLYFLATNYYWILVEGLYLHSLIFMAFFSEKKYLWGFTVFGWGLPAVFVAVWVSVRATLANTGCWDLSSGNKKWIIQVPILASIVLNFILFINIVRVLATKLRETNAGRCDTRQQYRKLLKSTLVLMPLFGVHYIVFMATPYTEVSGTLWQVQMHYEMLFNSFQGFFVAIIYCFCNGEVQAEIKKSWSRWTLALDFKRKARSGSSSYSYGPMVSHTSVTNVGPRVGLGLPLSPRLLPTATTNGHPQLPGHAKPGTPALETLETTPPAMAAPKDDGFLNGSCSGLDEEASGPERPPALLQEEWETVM
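HEK-293-derived GP2 cells expressing PTHR1 and a GloSensor cAMP reporter, 3,000/well, plated overnight, given luciferin plus IBMX (each 0.5 mM as added) for 1 h at 37 °C, then compound for 1 h at 37 °C. Luminescence was read after 15 min at room temperature.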
Abeta rescue: A-beta toxicity reversal in yeast | yeast expressing A-beta42, growth rescue, OD600, 48 h; response scale: 0% DMSO, 100% iron-clioquinol control | Potency, µM (doses to about 46.1 µM), for inactives: top-dose growth rescue, hits mostly activators | actives 0.063% (n = 410,000) | AID 1347071; note: potency is the fitted concentration of half-maximal effect; nearly all actives have a fitted effect of over 55% in size
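Yeast A-beta toxicity model in growth medium with pinned compounds, 48 h at 30 C; growth read as absorbance at 600 nm. Normalized to FeCl3/clioquinol equimolar mix (positive) and DMSO (negative).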
HEK293 tox: cytotoxicity counter-screen for GLP-1 receptor inverse agonists; AID 624418; actives 0.13% (n = 410,000); HEK293 cAMP-luciferase reporter cells, luminescence, 24 h; Potency, µM (top dose mostly 38.3 µM), without a hit: top-dose activity change, negative = inhibition, most hits filed as inhibitors;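 note: loss of luciferase light is scored as toxicity; potency is the fitted concentration of half-maximal effect; % is set by controls: 0 for no effect and ±100 for the full control effect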
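MLSMR compounds, 24 hr on cells at 37 deg C/5% CO2; luminescence after luciferase reagent (12 min RT). Inhibition counted as the undesired cytotoxic outcome.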
MmCpn inh: blocks the Methanococcus maripaludis chaperonin Mm-Cpn; purified Mm-Cpn ATPase, ADP Transcreener TR-FRET; Potency, µM (series often up to 76.9 µM), inactives show at the highest dose activity, negative = inhibition, usual class: inhibitors; actives 0.031% (n = 330,000); AID 504842; note: potency is the fitted concentration of half-maximal effect; % is set by controls: 0 for no effect and ±100 for the full control effect; nearly all actives have a fitted effect of over 80% in size
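Eu-cryptate anti-ADP/ADP-d2 competition gives a ratio inversely related to ADP. Enzyme at 25 nM was pre-exposed to compound for 10 min, then given 10 uM ATP for 30 min, 37°C throughout.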
FUS yeast rescue: FUS proteinopathy suppression in yeast | S. cerevisiae FUS-expressing, growth rescue, OD600, 24 h | Potency, µM (series often up to 76.6 µM), for the others: at the top dose growth rescue (activation), usual class: activators | actives 0.24% (n = 390,000);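 note: potency is the fitted concentration of half-maximal effect; plate controls were DMSO vehicle for no effect and reference control for full effect; nearly all actives have a fitted effect of over 55% in size; some results filed as inactive show a strong effect at the top dose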
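Cultures pregrown in 2.5% raffinose medium are shifted to minimal medium containing 2% galactose to express toxic FUS. Compounds are tested at several concentrations. After 24hr at 30C, growth is quantified at 600 nm absorbance.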
Active calls of the source: *; i = inactive; ? = inconclusive; nt = no result given; & = joins results of further samples; [ ] = dose if it differs, or a comment. Unless noted, calls come from the whole dose curve; as a rule, active = well fitted curve in the direction sought with a large enough effect; inconclusive = small, poorly fitted or top-dose-only effect, or another doubt; inactive = no such curve, though single readings can be large; an effect the other way counts as inactive or inconclusive.

SMILES | GLP-1R inv ag | aSyn rescue | Akt phos inh | TDP43 rescue | PTHR1 ag | Abeta rescue | HEK293 tox | MmCpn inh | FUS yeast rescue
CCCCNS(=O)(=O)c1ccc(S(=O)(=O)N2CCC3(CC2)OCCO3)cc1 | 2% | 8% | i | 17% | i | 9% | -16% | 1% | nt
CCOC(=O)C1CCN(C(=O)CSc2nccc(C)n2)CC1 | 7% | -3% | i | -7%[9.22 µM] | i | -1% | -9% | 0% | 14%
CC(C)c1ccc(S(=O)(=O)N2CCN(C(=O)CCNC(=O)Nc3ccccc3)CC2)cc1 | ? | -2%[1.84 µM] | i | -3% | -7% | -7% | 4% | 1% | ?
Cc1cccc(C)c1NC(=O)C1(C)CSCC(=O)N1Cc1cccc(C(F)(F)F)c1 (configuration not stated) | 19% | 0% | i | 20% | i | 3% | -2% | nt | 14%
COc1ccc(OC)c(NC(=O)CCCSc2ccccc2)c1 | ? | 11% | i | -12% | -15% | 7% | -2% | 1% | 11%
Cn1cccc1CC(=O)NNC(=S)Nc1ccccc1Cl | 9% | -6% | i | 1% | -1% | 26% | -14% | 1% | 32%
Cc1ccc(CN2C(=O)CCC2C(=O)NC(C)C)cc1 (configuration not stated) | -11% | 7% | -118%* | 8% | i | 5% | -5% | -1% | 11%
CN1C(=O)N(CC(=O)NCc2ccc(Cl)cc2Cl)C(=O)C12CCCCC2 | ? | -25% | i | -9% | 27% | -13% | -3% | 0% | 11%
Cc1oc(C2CC2)cc1C(=O)O | -7% | 3% | i | ? | i | 4% | 4% | 0% | 16%
CCOc1ccc(NC(=O)CN(C)C(=O)c2nc3nc(C)cc(C)n3n2)cc1OCC | 23% | -5% | i | 13% | -23% | -15% | 6% | 1% | -3%
Cc1ccc(NC(=S)NC(=O)CC2CC(C)(C)OC2=O)cc1 (configuration not stated) | 8% | 2% | i | 5% | i | -4% | 0% | 0% | -31%
COc1cc(OC)c(N2CC(C(=O)Nc3cc(Cl)ccc3N3CCOCC3)CC2=O)cc1Cl (configuration not stated) | ? | 16% | i | 0% | 10% | -13% | ? | 0% | nt
COc1ccc(Cc2nc3ccc(S(=O)(=O)N4CCOCC4)cc3[nH]2)cc1 | 11% | 2% | i | -10% | 13%[57.5 µM] | 10% | 5% | 1% | 13%
COc1ccc(C(=O)C2CCCN(C(=O)/C=C/c3ccccn3)C2)c(C)c1 (configuration not stated) | 3% | -4% | i | -9% | i | -13% | 5% | 2% | 15%
Cc1c(Cl)cnc(NC(=O)CSc2nnnn2C)c1Cl | 10% | -1% | i | 19% | i | 1% | 1% | 0% | -4%
COc1ccc(C2C3(C#N)C(N)=NC(OC)(OC)C23C#N)cc1 (configuration not stated) | 3% | 5% | i | 29% | i | 0% | -7% | 1% | -1%
CSc1ccc(CN2CCC(CO)(CCOc3ccccc3)CC2)cc1 | ? | 15% | i | -30% | -9% | -25% | -16% | 0% | -11%
CCOC(=O)N1CCC(NC(=O)c2sc(-n3cccc3)nc2C)CC1 | 0% | 0% | i | 22% | 12%[57.5 µM] | 5% | -4% | -4% | ?
COc1ccc2c(c1OC)C(=O)OC2Nc1ncc(Br)cc1Br (configuration not stated) | 4% | nt | nt | -9% | i | -5% | 5% | 1% | -6%
Cc1ccc(C)c(NC(=O)N2CC=C(c3c[nH]c4ccccc34)CC2)c1 | -5% | nt | nt | 21% | -15% | -7% | 31% | nt | ?
Cc1ccc(-c2cn(-c3ccccc3)c3[n+]2CCCS3)cc1 | ? | -1%&4% | i | 6%&-5% | -42%[inhibitor][57.5 µM] | 7%&-10% | -27%&-27% | -1%&0% | -11%&-18%
COCOc1cccc(CN2CCC2(C)C(=O)Nc2cc(OC)ccc2OC)c1 (configuration not stated) | ? | -16% | i | 14% | i | -7% | 0% | nt | -5%
Cc1cc(OC(=O)c2ccccc2C)c([N+](=O)[O-])c(=O)[nH]1 | 7% | 8% | i | 9% | i | nt | 3% | -1% | -13%
COc1ccccc1C(=O)Nc1ccnn1C1CCN(Cc2cnn(C)c2)CC1 | 14% | -9% | i | -14% | i | 11% | -2% | 0% | 16%
COc1ccc(CN2CCN(C(=O)CCC(=O)Nc3nnc(C(F)(F)F)s3)CC2)cc1F | ? | -1% | i | -26% | -69%[inhibitor] | -1% | -20% | 0% | 2%

Whole records, quoted from the list. Order of screens: GLP-1R inv ag, aSyn rescue, Akt phos inh, TDP43 rescue, PTHR1 ag, Abeta rescue, HEK293 tox, MmCpn inh, FUS yeast rescue
Cc1ccc(-c2cn(-c3ccccc3)c3[n+]2CCCS3)cc1 across the screens: ?, -1%&4%, i, 6%&-5%, -42%[inhibitor][57.5 µM], 7%&-10%, -27%&-27%, -1%&0%, -11%&-18%
COc1ccc(OC)c(NC(=O)CCCSc2ccccc2)c1 across the screens: ?, 11%, i, -12%, -15%, 7%, -2%, 1%, 11%

(cont.)
SMILES | GLP-1R inv ag | aSyn rescue | Akt phos inh | TDP43 rescue | PTHR1 ag | Abeta rescue | HEK293 tox | MmCpn inh | FUS yeast rescue
Cc1cccc(C)c1OCC(=O)Nc1cccc(S(=O)(=O)N2CCCCCC2)c1 | ? | -5% | i | 17% | -16% | 1% | -18% | nt | 31%
COc1ccc(C(=O)n2cnc3ccccc32)cc1 | 9% | -5% | i | ? | -20% | -6% | -15% | 1% | 0%
Cc1cc2c(cc1S(=O)(=O)CCC(=O)N1CCC(C)CC1)OCC(=O)N2 | 11% | -8% | nt | -14% | i | -15% | 0% | nt | -14%
COc1ccc(NC(=O)CN(C)S(=O)(=O)c2ccc3c(c2)CCC(=O)N3)c(OC)c1 | 19%&12% | 4% | i | 15%&-16% | i | -10%&-8% | -7%&4% | 0% | 13%&-10%
Cc1ccc(N2C(=O)c3ccc(N)cc3C2=O)cc1 | 1% | 2% | i | 0% | -18% | -24% | 5% | 0% | 0%
Cc1c(Cl)cccc1NC(=S)NCc1ccc(Cl)cc1 | ? | -2% | i | -5% | -41%[inhibitor][57.5 µM] | 11% | ? | nt | 3%
NS(=O)(=O)c1ccc(CNC(=O)c2ccc3c(=O)n4c(nc3c2)CCC4)cc1 | 12% | 2% | i | 12% | -19% | 7% | 0% | -2% | 25%
CCOC(=O)c1ccc(N2C(=O)CC(N(Cc3ccc4c(c3)OCO4)C(=O)Nc3ccccc3)C2=O)cc1 (configuration not stated) | -23% | 12% | i | -27% | -15% | 7% | -14% | -3% | ?
COc1cc(NC(=O)CSc2cc(C)c3cc(C)cc(C)c3n2)c(C(=O)O)cc1OC | 14% | 2% | i | 1% | -8% | -8% | 3% | -3% | -36%
CC(C)CC(=O)Nc1ccc2c(c1)OCO2 | 10%[7.66 µM] | 1% | i | -15%[9.22 µM] | -4% | 1% | -3%[7.66 µM] | 4% | 9%
Cc1nc2nc(C)c(CCC(=O)N3CCc4ccccc43)c(C)n2n1 | 2% | 0% | i | -8% | i | 6% | -18% | 1% | 10%
Cc1ccc2cc(CCNC(=O)C(=O)c3c[nH]c4ccccc34)c(=O)[nH]c2c1 | 0% | -2% | i | 2% | -1% | -8% | -2% | 0% | -6%
O=C(CSc1nc2ccccc2[nH]1)NC(=O)NCc1ccco1 | 0% | 1% | i | -4% | 26%[57.5 µM] | 0% | 18% | -1% | ?
O=C(O)CC(c1ccc(Cl)cc1)n1cccc1 (configuration not stated) | 6% | 8% | i | 22% | i | 18% | 5% | 0% | -12%
C=CCOc1ccccc1/C=N/O | -1% | -1% | nt | -29% | i | -2% | 2% | 0% | -6%
COc1cccc(NC(=O)CN(C)C(=O)CNC(=O)c2ccc3ccccc3c2)c1 | -24% | 1% | i | 5% | -32%[inhibitor] | -13% | 2% | 1% | 18%
Cc1ccc(S(=O)(=O)N(C)[C@H]2C[C@H]3c4[nH]c5ccccc5c4CCN3C[C@H]2[C@H](C)O)cc1 | -25% | -1% | i | 1% | -7% | -5% | 4% | nt | -11%
c1ccc2[nH]c3cc4ncnc4cc3nc2c1 | 122%[activator] | 17% | i | -9% | -42%[inhibitor] | 2% | 185%[activator] | -8% | 9%
CCOC(=O)C1(Cc2ccccc2C(F)(F)F)CCN(C2CCSC2)CC1 (configuration not stated) | ? | 4% | i | -6% | i | 0% | -4% | 1% | 6%
CC(C)NC(=O)c1ccccc1N(Cc1ccccc1)S(C)(=O)=O | -4% | -1% | i | -6% | -9%[57.5 µM] | -12% | -7% | -3% | 0%
COc1ccc(Cl)cc1CN1C(=O)NC2(CCCCCC2)C1=O | -22% | 2% | i | 5% | i | 13% | 17% | 3% | 13%
Cc1ccc(OCCCN2CCOCC2)cc1 | 20% | 0% | i | -8% | -11% | 6% | -4% | -6% | 1%
CC(=O)NC(CCS(C)(=O)=O)C(=O)Nc1c(C)cccc1C (configuration not stated) | 3% | -11% | i | 16% | 15% | 2% | 5% | -1% | -12%
COC(=O)CNC(=O)COC(=O)/C=C/c1ccccc1[N+](=O)[O-] | 8% | 6% | i | 20% | -10% | 23% | -1% | -9% | 2%
O=C(CCC(=O)N1CCN(c2ccccn2)CC1)Nc1nnc(C2CCCCC2)s1 | -98% | 6% | i | -18% | 15%[57.5 µM] | -6% | 40%[activator] | -4% | -11%
Cc1csc(=O)n1CC(=O)OCC(=O)N(CC(C)C)c1c(N)n(Cc2ccccc2)c(=O)[nH]c1=O | 23% | -2% | i | -23% | i | 0% | 1% | -3% | 2%
CCCS(=O)(=O)c1c(S(=O)(=O)CCC)c2cc(C(C)(C)C)ccn2c1C(=O)c1ccccc1 | ? | nt | nt | -8% | 8% | 0% | 15% | nt | 18µM*
Cc1nc2nc(-c3ccc(Cl)cc3Cl)nn2c(C)c1CCC(=O)Nc1ccc(F)cc1 | 13% | 3% | nt | 12% | i | -9% | -1% | nt | -14%

Screens deposited in PubChem BioAssay by National Center for Advancing Translational Sciences (NCATS).

Some of the compounds tested, so the mix of outcomes need not match the whole.
